# USP1 inh: inhibitors of human USP1/UAF1 deubiquitinase; recombinant USP1/UAF1, Ub-Rhodamine cleavage fluorescence; Potency, µM (titrated, usually from 57.1 µM), for the others: at the highest dose activity change, negative = inhibition, usual class: inhibitors; O94782; 390,000 compounds, 0.23% hits; also: potency is read from the fitted curve at half-maximal effect; % is scaled to controls: 0 for no effect and ±100 for the full control effect; nearly all actives have a fitted effect of over 60% in size; inactives centre near -12
# Target sequence (O94782 whole entry, looked up): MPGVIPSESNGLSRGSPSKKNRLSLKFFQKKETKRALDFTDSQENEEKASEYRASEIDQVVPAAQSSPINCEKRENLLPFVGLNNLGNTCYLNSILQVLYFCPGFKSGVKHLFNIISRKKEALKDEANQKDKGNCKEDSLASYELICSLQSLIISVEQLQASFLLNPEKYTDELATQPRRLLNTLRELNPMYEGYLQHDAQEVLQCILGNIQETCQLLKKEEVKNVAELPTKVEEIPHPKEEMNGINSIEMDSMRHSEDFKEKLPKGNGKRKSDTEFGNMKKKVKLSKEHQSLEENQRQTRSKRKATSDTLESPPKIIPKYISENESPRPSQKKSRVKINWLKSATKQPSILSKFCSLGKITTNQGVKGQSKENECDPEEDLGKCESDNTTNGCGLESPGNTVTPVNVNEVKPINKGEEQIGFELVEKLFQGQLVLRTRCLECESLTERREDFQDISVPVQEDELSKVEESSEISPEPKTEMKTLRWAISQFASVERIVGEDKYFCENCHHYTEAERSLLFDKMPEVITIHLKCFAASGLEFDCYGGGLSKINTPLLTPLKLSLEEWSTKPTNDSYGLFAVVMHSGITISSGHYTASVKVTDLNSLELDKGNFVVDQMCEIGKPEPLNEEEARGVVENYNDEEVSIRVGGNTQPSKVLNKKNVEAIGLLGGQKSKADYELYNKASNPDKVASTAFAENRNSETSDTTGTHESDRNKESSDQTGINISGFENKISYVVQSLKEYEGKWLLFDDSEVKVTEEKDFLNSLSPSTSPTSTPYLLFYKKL
#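 High-throughput fluorogenic screen: 1nM USP1/UAF1 complex, Ub-Rho substrate 150nM final, 50mM HEPES pH 7.8 with 0.5mM EDTA, 0.1 mg/ml BSA, 1mM TCEP and 0.01% Tween-20.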
# TrxR1 inh: rat TrxR1 inhibition; O89049; recombinant rTrxR1, NADPH fluorescence consumption, selenite substrate; Potency, µM (doses to about 114 µM), for the others: at the highest dose activity change, negative = inhibition, hits mostly inhibitors; 390,000 compounds, 1% hits; AID 588453; also: potency is read from the fitted curve at half-maximal effect; % is scaled to controls: 0 for no effect and ±100 for the full control effect; nearly all actives have a fitted effect of over 65% in size
#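 Rat TrxR1 (90 nM in the dispensed reagent) was pre-reduced with 400 uM NADPH for 5 min at room temperature, then incubated with compound for 15 min. After 400 uM selenite was added, NADPH fluorescence (Ex 340/Em 450 nm) was followed for 8 min.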
# LDHA block: LDHA (human) enzyme inhibition; P00338; purified LDHA, NADH/diaphorase-resazurin fluorescence; stronger effect = lower value; activity change, % (values are at about 110 or 230 µM); 480,000 compounds, 0.15% hits; in the data active = activity change below about -30%; inconclusive = mostly about -25% to -30%;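 also: plate controls were DMSO wells for no effect and wells without enzyme for full effect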
#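 Enzyme activity of human lactate dehydrogenase 5 (2 nM; 0.06 mM NADH, 0.2 mM pyruvate, 5 min, RT) is measured via a resazurin/diaphorase fluorescence readout of residual NADH.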
# TrxR1 substrate: is turned over as a substrate by rat TrxR1; O89049; purified TrxR1 substrate turnover, NADPH consumption readout; Potency, µM (top dose mostly 114 µM), for inactives: at the highest dose activity change, negative = substrate turnover; 390,000 compounds, 0.01% hits; AID 588456; also: potency is read from the fitted curve at half-maximal effect; % is scaled to controls: 0 for no effect and ±100 for the full control effect; nearly all actives have a fitted effect of over 50% in size
#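 Rat TrxR1, dispensed at 90 nM, was prereduced with 400 uM NADPH (final) for 5 min at ~22 deg C, then incubated with compound 15 min before 400 uM selenite. A first-read NADPH fluorescence drop versus no-compound background flagged substrates.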
# Vif-APOBEC3G blk: blocks the Vif interaction with human APOBEC3G. HeLa A3G-eYFP + Vif (tagged APOBEC3G with the HIV-1 protein that degrades it), YFP fluorescence, overnight. Q9HC16. Potency, µM (top dose mostly 46.1 µM), for the others: at the top dose activity, negative = active, hits mostly inhibitors. AID 602310. 410,000 compounds, 0.076% hits;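 also: potency is read from the fitted curve at half-maximal effect; % is scaled to controls: 0 for no effect and ±100 for the full control effect; nearly all actives have a fitted effect of over 60% in size; hits raise eYFP signal because A3G escapes Vif-driven loss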
#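 HeLa cells stably expressing Vif and C-terminally eYFP-tagged A3G, seeded overnight at 37 deg C, then exposed to compound by pintool overnight at 37 deg C. Rise in yellow fluorescence (Ex 488/Em 500-530, Acumen) marks blocked Vif-driven A3G degradation.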
# Vif-A3F inh: inhibitors of Vif-A3F interaction; AID 602313; HeLa A3F-eYFP + Vif (tagged APOBEC3F with the HIV-1 protein that degrades it), YFP fluorescence increase; Potency, µM (highest dose often 46.1 µM), inactives show at the highest dose activity, negative = active; 390,000 compounds, 0.2% hits; also: potency is read from the fitted curve at half-maximal effect; % of control where 0% means no effect; nearly all actives have a fitted effect of over 65% in size
#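 Fluorescence increase (Ex 488/Em 500-530) after overnight compound treatment at 37 deg C flags inhibition of Vif-driven A3F-eYFP loss in stable HeLa A3F-eYFP/Vif cells seeded overnight beforehand.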
# Glioma ERSR ind: ER stress response induction in glioma | U87-MG GRP78 promoter luciferase reporter, 16 h | 420,000 compounds, 0.02% hits | Potency, µM, for the others: top-dose activation, hits mostly activators; also: potency is read from the fitted curve at half-maximal effect; series mostly up to about 76 µM; % of control where 0% means no effect; nearly all actives have a fitted effect of over 35% in size
#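 Stably transfected U87-MG human glioma cells carrying a GRP78-based luminescent sensor were seeded at 1000 cells/well, pin-dosed with compounds and incubated 16 h. Luciferase reagent was then added, and end-point luminescence was read after 10 min at room temperature.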
# RGS4 inh: inhibitors of human regulator of G protein signaling 4; Transcreener GDP fluorescence polarization, RGS4-accelerated GTP hydrolysis; P49798; Potency, µM (doses to about 114 µM), for the others: at the highest dose activity change, negative = inhibition, hits mostly inhibitors; 390,000 compounds, 0.039% hits; also: potency is read from the fitted curve at half-maximal effect; % is scaled to controls: 0 for no effect and ±100 for the full control effect; nearly all actives have a fitted effect of over 75% in size; some results filed as inactive show a strong effect at the top dose
# Target sequence (P49798 whole entry, looked up): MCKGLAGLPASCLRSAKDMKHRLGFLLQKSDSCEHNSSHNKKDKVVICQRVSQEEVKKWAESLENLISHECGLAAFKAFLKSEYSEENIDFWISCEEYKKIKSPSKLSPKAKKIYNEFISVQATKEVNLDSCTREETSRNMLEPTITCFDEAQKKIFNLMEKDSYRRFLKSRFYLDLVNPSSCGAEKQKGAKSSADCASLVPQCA
#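 MLSMR compounds (23 nl, pin-transferred) preincubated 10 min at room temperature with a 500nM (2x) first reagent, then RGS4 at 900nM (2x) plus Transcreener GDP mix added; fluorescence polarization (620/688 nm) read before and after 90 min at 30 °C.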
# IDH1 R132H inh: inhibitors of human mutant IDH1 R132H | Potency, µM (highest dose often 76.6 µM), inactives show at the highest dose activity change, negative = inhibition, hits mostly inhibitors | AID 602179 | 390,000 compounds, 0.093% hits | IDH1-R132H enzyme, NADPH consumption, diaphorase/resazurin fluorescence; also: potency is read from the fitted curve at half-maximal effect; % is scaled to controls: 0 for no effect and ±100 for the full control effect; nearly all actives have a fitted effect of over 65% in size
#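 IDH1-R132H (0.5 ug/mL dispensed) in pH 7.5 Tris buffer was preincubated 30 min with compound, then given a substrate mix of 0.016 mM NADPH and 2 mM alpha-KG for 80 min at room temperature; remaining NADPH was read by diaphorase/resazurin fluorescence.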
# * marks the source's active call; other numbers are inactive results; ? = inconclusive; . = no result given; [ ] = dose if it differs, or a comment. Unless noted, calls follow the shape of the dose curve; as a rule, active = well fitted curve in the direction sought with a large enough effect; inconclusive = small, poorly fitted or top-dose-only effect, or another doubt; inactive = no such curve, though single readings can be large; an effect the other way counts as inactive or inconclusive. Not all compounds are listed (hit frequency here may not be typical).
# The line under a structure holds: USP1 inh	TrxR1 inh	LDHA block	TrxR1 substrate	Vif-APOBEC3G blk	Vif-A3F inh	Glioma ERSR ind	RGS4 inh	IDH1 R132H inh
CC(=O)Nc1ccc(NC(=O)CN2C(=O)COc3ccc(S(=O)(=O)N4CCOCC4)cc32)cc1
  -19%	-1%	-4	-7%	2%	-7%	-1%	19%[11.4 µM]	-7%
CCOc1ccccc1N(CC)C(=O)c1nn(C)c2c1CSc1ccccc1-2
  -16%	28%	3	1%	7%	5%	-6%	11%	-11%
Cc1noc(/C=C/c2ccco2)c1S(=O)(=O)N1CCC(C(=O)NC(C)c2ccccc2)CC1 (stereo not drawn)
  -3%	?	-19	7%[57.1 µM]	-1%	-19%	-4%	-49%	-13%
Cn1c(=O)c2c(ncn2CC(COCc2ccc(Cl)cc2)OCc2ccc(Cl)cc2)n(C)c1=O (stereo not drawn)
  -28%	7%	-3	-4%	1%	.	-3%	-5%	8%
Cc1ccc(C(=O)OCc2nc(N)nc(Nc3ccccc3C)n2)cc1
  -9%	0%	-2	3%	-6%	-1%	4%	-19%	-3%
O=C(COC(=O)c1ccc(O)cc1)Nc1nccs1
  -17%	-5%	1	-8%	-13%	-16%	10%	-3%	0%
O=[N+]([O-])c1ccc(/C=N/N/C(=N/c2ccccn2)c2ccccn2)cc1
  -4%	-9%	-2	-11%	0%	7%	0%	-21%	2%
CCCC(=O)NC(c1cccs1)c1cc(Cl)c2cccnc2c1O (stereo not drawn)
  -5%	5%	1	-4%	-1%	0%	-7%	-4%	-6%
CCCCOc1ccccc1C(=O)NCCCC(=O)O
  -22%	17%	0	3%	-2%	.	-4%	19%	-4%
CCCCNC(=NCc1cccc(C(F)(F)F)c1)Nc1ccccc1
  -18%	14%	2	7%	0%	7%	-3%	-9%	6%
O=C(Nc1cccc(C(=O)O)c1)/C(=C\c1ccccc1Cl)NC(=O)c1ccco1
  2%	?	1	-17%	-1%	-10%	0%	-2%	2%
COc1ccc(N(C)C(=O)c2onc3c2CCCC3)cc1
  -7%	44%[activator]	2	22%	1%	-27%	-5%	?	2%
CCn1c(=NC(=O)COc2ccccc2)sc2cccc(F)c21
  -21%	22%	5	1%	-8%	-9%	-1%	26%[11.4 µM]	10%
CN(Cc1cn(-c2ccccc2)nc1-c1ccc(F)cc1)C(=O)CCC(=O)O
  -1%	-17%	-9	4%	1%	6%	-2%	-27%	-6%
C=CC[N+]1(CC=C)CCOCC1
  -14%	4%	1	2%	4%	-6%	-4%	-5%	10%
O=C(C1CCN(Cc2ccccc2)CC1)N1CCN(C/C=C/c2ccccc2)CC1
  -19%	-6%	?	-7%	1%	-3%	-2%	-25%	11%
O=C(O)c1cccc2c1C(=O)N(C1CCCCC1)C2
  -15%	2%[57.1 µM]	-5	9%[57.1 µM]	0%	-6%	-4%	-8%	-6%
CSc1ccccc1NC(=O)NCCCl
  -20%	24%	4	5%	1%	1%	-4%	-18%	5%
COc1cc2[nH]c(=S)nc(NCc3ccccn3)c2cc1OC
  9%	4%[57.1 µM]	1	3%[57.1 µM]	2%	1%	0%	-5%	17%
COC(=O)c1ccc(NC(CC(C)C)C(=O)OC)c([N+](=O)[O-])c1 (stereo not drawn)
  -26%	10%	-2	0%	-2%	-11%	-4%	-22%	2%
CCN(C(=O)C1CCC(CNS(=O)(=O)c2cccc3nsnc23)CC1)c1ccccc1 (stereo not drawn)
  -26%	2%	-3	-1%	4%	0%	4%	-8%	20%
O=C(O)c1cccc(NS(=O)(=O)c2ccc(-c3ccc(S(=O)(=O)Nc4cccc(C(=O)O)c4)cc3)cc2)c1
  -4%	13%[57.1 µM]	-1	7%[57.1 µM]	-2%	-4%	-4%	-5%	0%
COc1ccccc1/C=N/NC(=O)c1nnn(-c2nonc2N)c1CSC1=NCCS1
  -3%	-3%	-5	-4%	-1%	1%	-3%	33%	-1%
Cc1cc(C)n(CCc2nc3c4ccccc4n(CC#N)c(=O)n3n2)n1
  -10%	-7%	-3	0%	-6%	-1%	-4%	5%	1%
Nc1cc(Cl)ccc1C(=O)OCC(=O)N1CCCC1
  -22%	-11%	-7	158%[activator]	-1%	5%	5%	8%	3%
COc1ccc(-n2ncc(C(=O)NCc3ccc4c(c3)OCO4)c2C2CCN(C(=O)OC(C)(C)C)CC2)cc1
  ?	-5%	1	-17%	1%	4%	-2%	3%	23%
CC(=Nc1cccc(O)c1)c1sc2ccccc2c1O
  ?	16%	-5	3%	-12%	-9%	2%	13%	5%
COc1ccc2[nH]cc(/C=C/C(=O)c3ccccc3)c2c1
  5%	-4%[57.1 µM]	3	-5%	?	?	6%	-6%	3%
O=C(CCCOc1ccc(Cl)cc1)NCC1CCCO1 (stereo not drawn)
  6%	1%[57.1 µM]	-1	4%[57.1 µM]	2%	-5%	7%	-6%	-2%
CS(=O)(=O)Nc1ccc(S(=O)(=O)NC2CCCCC2)cc1
  -7%	13%	0	4%	4%	0%	-2%	-13%	0%

# More compounds follow.
# The line under a structure holds: USP1 inh	TrxR1 inh	LDHA block	TrxR1 substrate	Vif-APOBEC3G blk	Vif-A3F inh	Glioma ERSR ind	RGS4 inh	IDH1 R132H inh
CCOc1ccc(OCC)c(NC(=O)Nc2ccc3c(c2)N(C)C(=O)CS3)c1
  -25%	7%	0	-2%	-15%	5%	-2%	11%	5%
CCn1cc(CNC(=O)/C=C/c2cnn(C)c2)c(C)n1
  -16%	5%	5	4%	2%	-12%	-3%	-1%	4%
CCC(=O)NC(c1cc(Cl)c2cccnc2c1O)C1CC1 (stereo not drawn)
  .	14%	11	3%	-13%	-22%	-4%	-16%	.
CC(C)C[C@@H](COc1ccccc1)N1CCN(CC(C)C)CCC1=O
  -12%	14%	5	-3%	-1%	-18%	3%	-10%	-6%
CN(c1ccccc1)S(=O)(=O)c1cccc(C(=O)Nc2ccc(N3CCOCC3)cc2)c1
  -6%	14%	-1	1%	-1%	3%	-3%	-14%	6%
CC(NC(=O)C1CCC(CNS(=O)(=O)c2ccc3c(c2)C(C)(C)C(=O)N3C)CC1)c1ccccc1 (stereo not drawn)
  -6%	5%	-1	-3%	1%	0%	-3%	10%	0%
CCCCCCc1cc2cc(-c3cn4c(n3)sc3cc(OC)ccc34)c(=O)oc2cc1O
  -5%	4%[57.1 µM]	5	5%[57.1 µM]	6%	9%	-3%	-28%	6%
COC(=O)CC1(c2ccc(OC)cc2)C(=O)c2ccccc2C1=O
  -5%	19%[11.4 µM]	3	6%[11.4 µM]	-24%	-13%	-4%	-30%	7%
CCOC(=O)CC1(C)OCC(C[N+]2(C)CCCCC2)O1 (stereo not drawn)
  -22%	17%[57.1 µM]	-8	5%[57.1 µM]	2%	?	8%	-6%	-3%
CN(Cc1cccnc1)Cc1c(C(=O)N2CCc3ccccc3C2)nc2ccc(Cl)cn12
  -18%	-17%	2	2%	1%	-10%	1%	-6%	11%
O=C(CN1CCN(S(=O)(=O)c2cccs2)CC1)N1CCCCC1
  -20%	1%[57.1 µM]	-5	-2%[57.1 µM]	-1%	-13%	-2%	-1%	-9%
CCOC(=O)Cc1csc(NC(=O)CC(C)(C)C)n1
  -13%	15%	1	15%	3%	0%	-2%	-7%	6%
O=c1c(-c2ccccc2)c(O)c2c(n1-c1ccccc1)CCCC2
  -11%	-10%	0	-5%	-1%	4%	-2%	13%	4%

# A run of entries from the list above:
# The line under a structure holds: USP1 inh	TrxR1 inh	LDHA block	TrxR1 substrate	Vif-APOBEC3G blk	Vif-A3F inh	Glioma ERSR ind	RGS4 inh	IDH1 R132H inh
CN(Cc1cccnc1)Cc1c(C(=O)N2CCc3ccccc3C2)nc2ccc(Cl)cn12
  -18%	-17%	2	2%	1%	-10%	1%	-6%	11%
O=C(CN1CCN(S(=O)(=O)c2cccs2)CC1)N1CCCCC1
  -20%	1%[57.1 µM]	-5	-2%[57.1 µM]	-1%	-13%	-2%	-1%	-9%
CCOC(=O)Cc1csc(NC(=O)CC(C)(C)C)n1
  -13%	15%	1	15%	3%	0%	-2%	-7%	6%
O=c1c(-c2ccccc2)c(O)c2c(n1-c1ccccc1)CCCC2
  -11%	-10%	0	-5%	-1%	4%	-2%	13%	4%

# 2 entries picked at random from the list so far, as already listed:
# The line under a structure holds: USP1 inh	TrxR1 inh	LDHA block	TrxR1 substrate	Vif-APOBEC3G blk	Vif-A3F inh	Glioma ERSR ind	RGS4 inh	IDH1 R132H inh
CCC(=O)NC(c1cc(Cl)c2cccnc2c1O)C1CC1 (stereo not drawn)
  .	14%	11	3%	-13%	-22%	-4%	-16%	.
CN(Cc1cccnc1)Cc1c(C(=O)N2CCc3ccccc3C2)nc2ccc(Cl)cn12
  -18%	-17%	2	2%	1%	-10%	1%	-6%	11%
